# TGFb inhibitor: inhibitors of TGF-b signaling. HepG2 CAGA-GFP TGF-b/SMAD3 reporter, GFP fluorescence, 18 h; TGF-beta stimulated, 500 pg/mL final. Potency, µM (series often up to 46.1 µM), for inactives: at the highest dose activity, negative = inhibition, actives largely listed as inhibitors. 1.2% of 410,000 active. AID 588855; also: potency is read from the fitted curve at half-maximal effect; % is scaled to controls: 0 for no effect and ±100 for the full control effect; nearly all actives have a fitted effect of over 65% in size
#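 Per well, imaged GFP fluorescence of HEPG2 CAGA-GFP cells gives the signal; cells get compound, then TGF-beta (500 pg/mL final), 18 h at 37 degrees C; %Activity versus -TGF-beta and +DMSO controls.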
# A549 viability: kills or reduces viability of A549 cells in Nrf2 counter-screen; 0.16% of 390,000 active; A549 ARE-Fluc cells, CellTiter-Fluor viability, 18-24 h; AID 504648; Potency, µM (highest dose often 46 µM), without a hit: at the top dose activity change, negative = cytotoxicity, usual class: inhibitors; also: potency is read from the fitted curve at half-maximal effect; % is scaled to controls: 0 for no effect and ±100 for the full control effect
#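 Cytotoxicity counterscreen: CellTiter-Fluor fluorescence was measured in A549 ARE_Fluc cells after 18-24 h of compound exposure in a concentration series. The subsequent BugLite luminescent read reports ARE-luciferase activity.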
# S2 tox: reduces viability in counter-screen for ATXN expression inhibitors | S2 cells (HEK-293 line with an ATXN2-luciferase reporter) viability, CellTiter-Fluor protease fluorescence, 24 h | Potency, µM (top dose mostly 56.7 µM), hits mostly cytotoxic | 0.49% of 400,000 active | AID 651635; also: potency is read from the fitted curve at half-maximal effect; nearly all actives have a fitted effect of over 40% in size
# Nrf2 activator: activators of Nrf2 (ARE) signaling. Potency, µM (titrated, usually from 46.1 µM), for inactives: at the highest dose activation, hits mostly activators. 0.31% of 410,000 active. AID 624171. AREc32 ARE-luciferase reporter (MCF7-derived line), luminescence, 24 h; also: potency is read from the fitted curve at half-maximal effect; % of control where 0% means no effect; nearly all actives have a fitted effect of over 65% in size
#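 ARE-driven firefly luciferase activity in AREc32 cells measured after a 24 hr compound exposure at 37 deg C, using Steady-Glo reagent and a 30 min room-temperature hold.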
# ATXN2 expr inh: inhibitors of ATXN2 expression. HEK-293 ATXN2-luciferase reporter, luminescence, 24 h. Potency, µM (highest dose often 57 µM), for inactives: at the highest dose activity change, negative = inhibition, most hits filed as inhibitors. 0.72% of 360,000 active; also: potency is read from the fitted curve at half-maximal effect; % is scaled to controls: 0 for no effect and ±100 for the full control effect; nearly all actives have a fitted effect of over 55% in size
#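 ATXN2-luciferase reporter cells (luciferase flanked by upstream and downstream ATXN2 gene portions) were treated 24 h at 37 °C with compounds at up to 57 uM. SteadyGlo luminescence gave expression; GF-AFC fluorescence gave viability.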
# IL1B secr inh: inhibitors of inflammasome signaling (IL-1 beta secretion) | THP-1 LPS/ATP IL-1B secretion, AlphaLISA, 16 h; active compounds read low | activity change, % at 57.5 µM | 4.7% of 360,000 active | AID 743279; in the data active = activity change below about -50%; inconclusive = mostly about -30% to -49%; also: % is scaled to controls: 0 for no effect and ±100 for the full control effect
#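 THP-1 cells pretreated 1 hr with compounds (up to 57.5 uM final), then stimulated with LPS (250 ng/mL final) plus ATP (1.25 mM final); secreted IL-1B measured by AlphaLISA after 16 hr, decreased signal indicating inhibition.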
# Nrf2 block: inhibitors of Nrf2 signaling. 2.1% of 360,000 active. Potency, µM (doses to about 46 µM), without a hit: at the highest dose activity change, negative = inhibition, most hits filed as inhibitors. A549 ARE-Fluc reporter, luciferase luminescence, 18-24 h; also: potency is read from the fitted curve at half-maximal effect; % is scaled to controls: 0 for no effect and ±100 for the full control effect; nearly all actives have a fitted effect of over 60% in size
#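 Cells were seeded and rested 2 h, then exposed to compounds for 18-24 h. CellTiter-Fluor was read first as a viability measure. BugLite was added 15 min before the final luminescent read of ARE-luciferase activity in A549 cells.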
# MCF10A rereplic: inducers of DNA re-replication in MCF 10A breast cells. MCF 10A DNA re-replication, Hoechst nuclear intensity, 48 h. Potency, µM (top dose mostly 46.1 µM), without a hit: top-dose activity, positive = re-replication, hits mostly activators. 2.9% of 350,000 active. AID 624296; also: potency is read from the fitted curve at half-maximal effect; % of control where 0% means no effect; nearly all actives have a fitted effect of over 50% in size
# HepG2 tox: counter-screen for TGF-b inhibitors: cytotoxicity in HepG2 cells. Potency, µM (doses to about 46.1 µM), without a hit: at the highest dose activity change, negative = cytotoxicity, hits mostly cytotoxic. AID 588856. 0.76% of 410,000 active. HepG2 CAGA-GFP viability, ATP luminescence, 18 h; also: potency is read from the fitted curve at half-maximal effect; some results filed as inactive show a strong effect at the top dose
#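 HepG2 CAGA-GFP cells (1000/well, DMEM with 1% FBS) received compound, then TGF-beta at 500 pg/mL final, and were incubated 18 hours at 37 degrees C. Viability was read by CellTiter-Glo luminescence. Media-only wells were set as complete cell-killing and DMSO as no toxicity.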
# Active calls of the source: *; i = inactive; ? = inconclusive; . = not tested or not shown; & = joins results of further samples; [ ] = dose if it differs, or a comment. Unless noted, calls follow the shape of the dose curve; as a rule, active = well fitted curve in the direction sought with a large enough effect; inconclusive = small, poorly fitted or top-dose-only effect, or another doubt; inactive = no such curve, though single readings can be large; an effect the other way counts as inactive or inconclusive.
SMILES,TGFb inhibitor,A549 viability,S2 tox,Nrf2 activator,ATXN2 expr inh,IL1B secr inh,Nrf2 block,MCF10A rereplic,HepG2 tox
COc1ccc(-c2nnco2)cc1OC,-3%,0%,i,-0.2%,3%,9,22%,16%,-13%
O=C(NCCc1ccccc1)c1ccccc1C(=O)NCCc1ccccc1,-3%,-1%,?,4.0%,34%,22,23%,-5%,1%
CC(C)(C)c1ccc(C(=O)NCC(=O)OCC(=O)NC(=O)NC2CCCC2)cc1,-1%,10%,i,3.1%,-3%,-3,9%,6%,3%
CC(=O)c1cc(C#N)c(NCc2cc(-c3ccccc3)no2)nc1C,-1%,1%,i,-0.8%,.,0,10%,0%,6%
COc1ccccc1NC(=O)/C=C1\NC(=O)CS1,4%,1%,i,-0.3%,-8%,35,?,6%,3%
CS(=O)(=O)N(CC(=O)Nc1cccnc1)c1ccc2c(c1)OCCO2,1%,0%,i,-0.3%,0%,-6,5%,9%,-16%
Cc1cc(/C=N/NC(=O)c2ccccn2)c(C)n1-c1cccc([N+](=O)[O-])c1,-21%,1%,i,3.3%,11%[11.3 µM],-16,?,-1%,-26%
Cc1ccc(N2CC3=C(C2=O)C(c2ccc(Br)cc2)NC(=O)N3C)cc1 (stereo not given),-3%,1%,i,0.5%,9%,.,1%,.,-4%
COc1cccc(/C(O)=C2\C(=O)C(=O)N(c3ccccn3)C2c2ccccc2OC)c1 (stereo not given),3%,-11%,i,0.5%,4%,19,3%,21%,-1%
COc1ccc(CCNC(=O)CCCCCNC(=O)N2CCn3c2nc2ccccc23)cc1OC,0%,1%,i,0.3%,-3%,-14,-7%,1%,3%
Cc1ccc(NC(=O)CSc2nc3c(oc4ccccc43)c(=O)n2-c2ccc(F)cc2)c(C)c1,?,1%,?,-0.9%,8%,.,-16%,.,-20%
O=C(OCC(=O)N1CCCCCC1)c1ccc(Cl)nc1,3%,9%,i,-0.8%,26%,-4,1%,0%,7%
Cc1ccccc1CSCC(=O)c1c(N)n(C)c(=O)n(C)c1=O,-19%,-1%,i,1.9%,30%,22,6%,25%,-5%
Cc1nn(C)c(C)c1S(=O)(=O)N(CC(=O)NCCc1ccccc1)c1ccc(C(C)C)cc1,?,1%,.,-1.2%,.,.,-8%,.,7%
Cc1ccc(S(=O)(=O)N2CCN(C(=O)COC(=O)/C=C/c3ccc(Cl)cc3)CC2)c(C)c1,5%,12%,i,-1.1%,2%,-5,-20%,4%,1%
COc1cc2ccccc2cc1C(=O)Nc1nnc(-c2ccncc2)o1,0%,-8%,i,-0.3%,-14%,-1,?,0%,-9%
CCOC(=O)c1ccc(N2CSC3=C(C#N)C(c4ccc(OC)cc4OC)CC(=O)N3C2)cc1 (stereo not given),0%,5%,i,-0.7%,-9%,22,-5%,20%,-18%
COc1cccc(C=N[C@@H](CO)[C@@H](O)c2ccc([N+](=O)[O-])cc2)c1O,-3%,2%,i,2.8%,0%,-6,-9%,5%,-10%
Cc1cc(Br)ccc1SCC(=O)OCC(=O)NC1CCCC1,-1%,4%,i,-0.3%,.,14,2%,0%,7%
CCC(=O)Nc1ccc(S(=O)(=O)c2ccc(NC(=O)CC)cc2)cc1,?,14%,i,0.0%,-2%,4,-29%,0%,-5%
c1ccc(CSc2nnc(Cc3ccccn3)o2)cc1,15%,3%,i,2.3%,28%,?,28%,-2%,-24%
CCOC(=O)[C@H]1[C@H]2COc3ccc(C)cc3[C@@H]2N2C(=O)c3cc(Br)ccc3NC(=O)[C@@]12C,?,-3%,?,4.9%,-9%,-2,0%,2%,-16%
CCC(=NC)C1=C(O)CC(c2ccccc2)CC1=O (stereo not given),5%,-3%,i,-0.8%,33%,-1,11%,-1%,13%
Cc1ccccc1CNC(=O)c1ccccc1N(C)S(=O)(=O)c1ccccc1,7%,10%,i,1.7%,-4%,-21,?,?,-8%
O=C(NCc1ccco1)C(=O)NCC(c1ccco1)N1CCOCC1 (stereo not given),1%,-3%,i,-0.4%,4%,6,8%,14%,1%

# (more compounds)
SMILES,TGFb inhibitor,A549 viability,S2 tox,Nrf2 activator,ATXN2 expr inh,IL1B secr inh,Nrf2 block,MCF10A rereplic,HepG2 tox
COc1ccccc1Cc1c(-c2cccc(Cl)c2)nc2c(C)cc(Br)cn12,.,.,i,10%,5%,28,.,.,.
Cn1cccc1-c1nc2ccc(NC(=O)c3ccc([N+](=O)[O-])cc3)cc2[nH]1,0%,3%,i,-0.5%,3%,0,?,-3%,-28%
Cc1ccc(CC(=O)Nc2ccccc2-c2ccccc2)cc1C,?,5%,i,-0.9%,4%,7,-19%,9.2µM*,9%
CC(C)CCNC(=O)C1CC(c2cccc(F)c2)=NO1 (stereo not given),2%,2%,i,-0.2%,3%,3,8%,-3%,-1%
COc1ccc(N2CC(C(=O)Nc3nnc(SCCC4OCCO4)s3)CC2=O)cc1 (stereo not given),-5%,1%,i,-0.2%,-21%,0,-8%,-23%,2%
O=C(Nc1nc2ccc(F)cc2s1)C1CC(=O)N(c2ccc3c(c2)OCCO3)C1 (stereo not given),?,-5%,i,3.1%,12%,27,8%,23%,-23%
CC(C)OCCCNC(=O)CN1C(=O)CSc2ccc(S(=O)(=O)N3CCCCC3)cc21,-5%&11%,-8%&-2%,i,0.0%&-0.1%,0%&-5%,-12,10%,0%,0%&-8%
CC(/C=C/c1ccc2c(c1)OCO2)=N/NC(=O)c1cccnc1,-5%,-4%,?,2.8%,4%,3,2%,?,-24%
Cc1cc(OCC(=O)NC(C)C)cc(C)c1Cl,-6%,8%,i,0.2%,-11%,-25,16%,6%,-6%
N/C(=N/OC(=O)c1ccccc1Cl)c1ncc([N+](=O)[O-])s1,?,-6%,?,?,-30%,-88*,?,?,-147%
Cc1cc(C)c(S(=O)(=O)Nc2ccncc2)cc1C,3%,2%,i,0.0%[9.22 µM],0%,9,-11%,-14%,-5%
CC(C)C(O)C1CCN(Cc2nc(Cc3ccccc3Cl)no2)CC1 (stereo not given),-13%,6%,i,4.2%,.,2,-6%,-8%,-26%
O=C(NC1CCCC1)C(c1c[nH]c2ccccc12)N(C(=O)Cn1nnc(-c2ccc(Cl)cc2)n1)c1ccccc1 (stereo not given),9%,.,i,0.1%,-1%,-7,?,15%,-10%
O=C(COc1cccnc1[N+](=O)[O-])NCc1ccco1,17%,2%,i,7.0%,-23%[11.3 µM],3,-7%,-5%,-1%
COc1ccc(-c2nc3ccccc3s2)cc1,2%,0%,i,3.6%,.,34,?,-2%,-39%
COc1c(C)cc(C(=O)C2CCCN(Cc3cccc4nccnc34)C2)cc1C (stereo not given),?,-2%,i,-0.3%,.,-3,-15%,12%,-39%
COCc1nnc(NC(=O)C2CC(=O)N(c3ccc(C)c(Cl)c3)C2)s1 (stereo not given),-1%,0%,i,0.0%,-7%,14,4%,3%,-1%
O=C(c1cc2cc([N+](=O)[O-])ccc2s1)N1CCOCC1,8%,0%,i,3.3%,-9%,-13,11%,-15%,-23%
O=S(=O)(c1cc(Cl)ccc1Br)N1CCCCC1,15%,7%,i,-0.1%,-8%,50,14%,-3%,-3%
COCCCN(Cc1ccco1)C(=O)Cn1ncc2c([nH]c3ccccc32)c1=O,-8%,-4%,?,0.4%,?,0,2%,3%,6%
Cc1c(-c2nc(-c3ccccc3F)no2)nnn1-c1cc(F)ccc1F,15%,-7%,i,4.2%,75%,.,12%,.,9%
COc1ccc(C(=O)NC(C)Cc2cnccn2)cc1OC1CCN(C(C)C)CC1 (stereo not given),-15%,-3%,?,-0.1%,0%,-2,?,-1%,2%
O=C1CCCC2=C1C(c1cccs1)CC(=O)N2c1ccc(F)cc1 (stereo not given),16%,3%,i,0.2%,1%,20,-3%,3%,6%
COc1ccc(/C(C)=N\n2cnnc2)cc1,7%,-5%,i,-1.0%,4%,9,6%,-2%,11%
O=C(Nc1ccnn1C1CCN(Cc2c(F)cccc2Cl)CC1)C1CCCC1,-10%,-3%,i,0.0%,2%,-6,18%,0%,-3%

# (more compounds)
SMILES,TGFb inhibitor,A549 viability,S2 tox,Nrf2 activator,ATXN2 expr inh,IL1B secr inh,Nrf2 block,MCF10A rereplic,HepG2 tox
O=C1CSC(c2cccc(F)c2)N1c1ccccc1 (stereo not given),-13%,3%,i,-0.1%,.,1,6%,1%,-14%
CCC1Oc2ccccc2N(CC(=O)NCc2ccc(C)cc2)C1=O (stereo not given),?,17%,.,3.5%,.,.,.,.,-11%
CCCn1c(SCc2nc(-c3ccccc3C)no2)nnc1-c1ccc(Cl)cc1,?,-7%,.,-0.1%,?,.,?,.,-25%
C=C(C)C(=O)Nc1cccc(C(C)=O)c1,-1%,-10%,i,3.7%,16%,2,19%,-1%,-2%
Cc1ccc(OCCOc2ccc(S(=O)(=O)N3CCCC3)cc2C(N)=O)cc1,-6%,3%,i,0.1%,.,4,-2%,-2%,-10%
CCN(CC)S(=O)(=O)c1ccc(S(=O)(=O)N2CCC(N3CCCCC3)CC2)cc1,-5%,12%,i,-0.2%,12%,17,7%,2%,-1%
CCOC(=O)C1=C(N)OC2=C(C(=O)CC(C)(C)C2)C1c1ccoc1 (stereo not given),0%,-1%,i,-0.6%,-1%,14,?,-21%,10%
Cc1ccc(C(=O)Nc2cccc(C(=O)N3CCOCC3)c2)cc1Cl,?,-7%,?,2.0%,32%,12,-6%,0%,-7%
Cc1nn(C(=O)c2ccc(Cl)cc2)c(C)c1S(=O)(=O)N1CCOCC1,-1%,6%,i,0.2%,0%,.,.,.,-10%

# Compound activity deposited in PubChem BioAssay by National Center for Advancing Translational Sciences (NCATS).

# The order is random, and some 8.8% of all compounds hit somewhere here.
